Source: PubChem BioAssay (Sanford-Burnham Center for Chemical Genomics)
Gli-Sufu block – antagonists of Gli-Sufu signaling; Sufu-KO-LIGHT fibroblasts, Gli luciferase reporter luminescence; inhibition, % at 5 µM; AID 588413; 0.74% of 340,000 active;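 active means inhibition above about 55%, limit read from the data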;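 further: 0% = DMSO-treated cells and 100% = wells with medium but no cells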
CXCR6 inh – inhibitors of human CXCR6 receptor; CHO-K1 PathHunter CXCR6 beta-arrestin, luminescence; inhibition, % at 20 µM; 0.36% of 360,000 active; in the data active means inhibition above about 34%, passing the limit was not always enough;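 further: antagonist mode with CXCL16 agonist at 10 nM final; 0% = 10 nM CXCL16 with DMSO and 100% = unstimulated wells without agonist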
ATG4B inhibitor – blocks human ATG4B protease cleavage of LC3 substrate; Q9Y4P1; ATG4B cleavage of LC3-PLA2, NBD-HPC fluorescence, 1 h; inhibition, % at 8.33 µM; 0.51% of 340,000 active; AID 504462; in the data active means inhibition above about 40%
EBI2 antag – antagonists of human EBI2 receptor; P32249; EBI2 beta-arrestin recruitment, luminescence, 7a,25-OHC stimulated; inhibition, % at 5 µM; 0.81% of 360,000 active; in the data active means inhibition above about 38%;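 further: enzyme fragment complementation signal reports receptor beta-arrestin coupling in cells; 0% = agonist plus DMSO wells and 100% = wells without agonist; some results beyond the cut were filed as inactive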
Target sequence (P32249 whole entry, looked up, the tested form may be a part): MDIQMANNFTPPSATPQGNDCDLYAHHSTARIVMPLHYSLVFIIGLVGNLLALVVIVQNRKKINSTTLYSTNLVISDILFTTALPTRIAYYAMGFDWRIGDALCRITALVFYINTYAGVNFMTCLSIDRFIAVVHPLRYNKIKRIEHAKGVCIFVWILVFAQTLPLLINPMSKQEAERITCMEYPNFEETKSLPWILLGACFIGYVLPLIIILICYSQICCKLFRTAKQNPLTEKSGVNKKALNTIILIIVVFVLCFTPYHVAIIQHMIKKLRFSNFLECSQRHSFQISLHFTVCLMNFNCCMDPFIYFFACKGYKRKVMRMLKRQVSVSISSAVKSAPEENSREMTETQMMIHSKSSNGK
UBC13 inh – human UBC13 polyubiquitination inhibition; P61088; UBC13 polyubiquitin chain formation, TR-FRET; inhibition, % at 20 µM; 0.47% of 330,000 active; AID 485273; in the data active means inhibition above about 45%, passing the limit was not always enough
Target sequence (P61088 whole entry, looked up): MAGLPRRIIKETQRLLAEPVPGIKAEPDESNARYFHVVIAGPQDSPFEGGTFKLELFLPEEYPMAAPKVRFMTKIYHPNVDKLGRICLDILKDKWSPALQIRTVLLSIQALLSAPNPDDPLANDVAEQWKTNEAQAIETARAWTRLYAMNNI
APJ antagonist – blocks the human apelin receptor APJ. CHO-K1 APJ beta-arrestin complementation, luminescence. inhibition, % at 20 µM. 0.32% of 330,000 active. AID 2521;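 active means inhibition above about 40% at 20 µM, limit read from the data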;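 further: cells challenged with 10 nM apelin-13 agonist together with compound; plate controls were apelin-13 plus DMSO wells for no effect and DMSO wells lacking apelin-13 for full effect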
CCR6 antag – antagonists of human CCR6 receptor; P51684; CHO-K1 CCR6 PathHunter beta-arrestin, luminescence, CCL20-stimulated; inhibition, % at 20 µM; 0.49% of 340,000 active; AID 493098;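 active means compounds whose inhibition of the agonist-driven luminescence signal at 20 µM reaches about 50%, limit read from the data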;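 further: cells stimulated with CCL20 at 14 nM final; plate controls were DMSO with CCL20 for no effect and DMSO without agonist for full effect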
Target sequence (P51684 whole entry, looked up): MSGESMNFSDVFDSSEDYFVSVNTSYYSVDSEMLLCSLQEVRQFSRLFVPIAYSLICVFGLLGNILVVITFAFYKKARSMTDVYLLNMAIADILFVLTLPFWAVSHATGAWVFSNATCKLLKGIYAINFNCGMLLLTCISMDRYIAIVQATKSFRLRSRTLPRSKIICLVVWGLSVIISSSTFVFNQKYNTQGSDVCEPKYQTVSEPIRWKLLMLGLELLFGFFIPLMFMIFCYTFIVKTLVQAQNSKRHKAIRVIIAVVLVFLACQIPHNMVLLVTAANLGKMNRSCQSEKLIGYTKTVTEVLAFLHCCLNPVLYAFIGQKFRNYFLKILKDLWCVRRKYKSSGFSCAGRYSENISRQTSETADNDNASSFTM
APJ ag – activates the human apelin receptor APJ | 0.11% of 330,000 active | CHO-K1 APJ PathHunter beta-arrestin, luminescence; 0% DMSO wells, 100% apelin | activation, % at 20 µM;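 active means activation more than six SD over the plate average, tested at 20 µM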;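 further: 0% = DMSO alone and 100% = apelin-13 at 10 nM; some results filed as inactive read as strong as hits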
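Assay system – PathHunter CHO-K1 APJ (AGTRL-1) beta-arrestin reporter cells · Compound – one dose, 20 µM compound, 1% DMSO · Timing – compound 90 min 25 °C, reagent 1 h · Measured by – luminescence from split beta-galactosidase complementation, Galacton Star/Emerald II substrate · Measure – beta-arrestin recruitment to APJ as agonist activity, luminescent signal · Benchmarks – DMSO vs Apelin-13 10 nM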
* = called active by the depositor; · = no result given.

The opening 6 compounds (preview)
SMILES	Gli-Sufu block	CXCR6 inh	ATG4B inhibitor	EBI2 antag	UBC13 inh	APJ antagonist	CCR6 antag	APJ ag
O=C(CCCN1C(=O)/C(=C\c2ccccc2)SC1=S)Nc1ccc(C(=O)O)cc1	28	8	0	-3	-6	15	14	1
CN(C)c1ccc(/C=C2/SC(=O)N(CCN=C3NS(=O)(=O)c4ccccc43)C2=O)cc1	-26	0	2	-10	-26	10	16	3
CC1CCCC(C)N1C(=O)COC(=O)Cc1ccc(Cl)cc1 (centres undefined)	0	4	-5	10	0	1	13	-4
CCN(CC)S(=O)(=O)c1cccc(-c2cn3cc(C)ccc3n2)c1	7	-7	-3	19	11	-12	19	-1
COc1cc(CCC(=O)NCCc2ccc(F)cc2)cc(OC)c1OC	7	7	-2	5	-5	-5	-2	-1
CCC(C)(C)n1nnnc1CN(Cc1ccco1)Cc1cc2cc3c(cc2[nH]c1=O)OCO3	-4	1	-11	5	8	-10	2	1

Results, previewed entries included:
SMILES	Gli-Sufu block	CXCR6 inh	ATG4B inhibitor	EBI2 antag	UBC13 inh	APJ antagonist	CCR6 antag	APJ ag
O=C(CCCN1C(=O)/C(=C\c2ccccc2)SC1=S)Nc1ccc(C(=O)O)cc1	28	8	0	-3	-6	15	14	1
CN(C)c1ccc(/C=C2/SC(=O)N(CCN=C3NS(=O)(=O)c4ccccc43)C2=O)cc1	-26	0	2	-10	-26	10	16	3
CC1CCCC(C)N1C(=O)COC(=O)Cc1ccc(Cl)cc1 (centres undefined)	0	4	-5	10	0	1	13	-4
CCN(CC)S(=O)(=O)c1cccc(-c2cn3cc(C)ccc3n2)c1	7	-7	-3	19	11	-12	19	-1
COc1cc(CCC(=O)NCCc2ccc(F)cc2)cc(OC)c1OC	7	7	-2	5	-5	-5	-2	-1
CCC(C)(C)n1nnnc1CN(Cc1ccco1)Cc1cc2cc3c(cc2[nH]c1=O)OCO3	-4	1	-11	5	8	-10	2	1
CN(CCc1ccccc1)C(=O)c1ccc(NC(=O)Cc2ccc(NC(=O)C3CCN(C(=O)C4CC4)CC3)cc2)cc1	-11	-16	-1	-8	·	·	3	·
Cc1c(C(=O)N2CCOCC2)oc2ccc(S(=O)(=O)N3CCCCCC3)cc12	3	3	-13	-11	6	3	-7	2
Cc1ccc(C)c(C2NC(=O)c3ccccc3N2)c1 (centres undefined)	27	6	2	-8	18	-2	-2	-3
Cc1c(C2(O)CCCCC2)[nH]c2ccc(C#N)cc12	5	-7	1	-18	-10	1	2	0
CN(C)S(=O)(=O)c1cccc(-c2nnc(SCCNCCO)n2-c2ccc(F)cc2)c1	-9	-8	2	-5	8	-7	16	-4
O=C(NNS(=O)(=O)c1ccc(CCCl)cc1)C(O)(c1ccccc1)c1ccccc1	-5	-3	-4	-3	-12	-6	8	-3
Cc1csc(SCC(=O)Nc2nccs2)n1	-5	-11	9	-8	0	2	3	0
COc1cc(/C=N/NC(=O)c2ccc(F)cc2)ccc1OC(=O)c1ccco1	-7	-4	13	-12	4	-25	-5	2
Clc1ccc(-c2nnc(-c3ccc(Br)o3)o2)c(Cl)c1	-56	-4	1	7	8	15	-13	2
CC(NC(=O)COC(=O)CCc1nc(=O)c2ccccc2n1C)c1ccccc1 (centres undefined)	-25	-13	-6	-1	-1	1	9	-2
Cc1ccccc1/C(N)=N/OC(=O)c1cccs1	-8	-12	-2	-9	1	-15	-26	7
Cc1nn(C)c(C)c1S(=O)(=O)NC1CCCc2ccccc21 (centres undefined)	-16	-4	0	2	10	9	-5	-2
Cc1ccc(C)c(CSc2nnc([C@@H](N)C(C)C)o2)c1	-1	-4	-13	3	-1	4	-10	1
COc1ccc(-n2nc(C(=O)NCC(=O)NC3CCCCC3)c3ccccc3c2=O)cc1	-14	-4	-1	8	-4	-11	7	1
Cc1ccc2c(c1)nnn2C1CCN(S(=O)(=O)c2ccc(C(=O)N3C(C)CCCC3C)cc2)CC1 (centres undefined)	67*	3	7	7	0	-1	9	1
Cn1ccc2cc(NC(=O)Nc3cccnc3)ccc21	-38	-5	28	1	17	6	12	-1
CC1(CC(=O)N/N=C/c2ccc(-c3ccc(Cl)cc3)o2)OCCO1	-12	4	-3	-10	1	13	11	-3
CCCC(=O)NC1=C(Cl)C(=O)c2ccccc2C1=O	1	99*	9	-31	·	·	107*	·
O=C(CSc1nc2ccccc2c(=O)[nH]1)c1ccc(O)c(O)c1	-10	9	-4	-7	7	2	10	-3
Cc1ccc(OCCC(=O)OCC(=O)c2ccc3c(c2)NC(=O)CO3)cc1	·	0	-2	-4	-5	-7	7	0
Cc1csc(NC(=O)CSc2ccc(-c3ccccn3)nn2)n1	1	-1	-16	-1	-16	5	0	0
O=[N+]([O-])c1ccc2nc(SCc3cn4ccccc4n3)[nH]c2c1	8	10	9	3	1	19	12	-3
CCOC(=O)C1CCCN(C(=O)c2sc3nc(C)nc(N(CC)CC)c3c2C)C1 (centres undefined)	5	5	-1	8	13	-2	9	-3
COc1ccc2[nH]c(=O)c(C3c4cc(OC)c(OC)cc4CCN3C(=O)c3ccco3)cc2c1 (centres undefined)	25	0	-10	6	5	-17	10	0
CC(C)CCC1CC(CSC(=N)N)OC1=O (centres undefined)	0	-13	4	-2	0	-6	-2	-3
CC(/C=N/NC(=O)c1ccccc1F)c1ccccc1 (centres undefined)	-2	-6	-8	-6	18	2	3	1
CCCNC(=O)CCc1c(C)nc2nc(-c3cc(OC)cc(OC)c3)nn2c1C	4	3	-14	0	4	4	3	5
COc1ccc(N2CC(C(=O)Nc3nnc(SCC(=O)NC4CCCC4)s3)CC2=O)cc1 (centres undefined)	-4	-11	-6	-5	-2	-26	-22	16
CCOC(=O)N1CCN(S(=O)(=O)c2c(C)nc3sccn3c2=O)CC1	3	3	-5	-3	2	16	6	-6
Cn1c(=O)n(C)c2cc([N+](=O)[O-])c(N3CCN(S(=O)(=O)c4ccc5ccccc5c4)CC3)cc21	11	3	-10	2	-8	-15	7	3
CCc1nnc(NC(=O)c2ccc(-c3cc(C(F)(F)F)ccc3Cl)o2)s1	5	2	5	-10	6	6	8	-3
CCCc1nc(N)sc1C(=O)OCC	-7	-4	3	-2	0	-14	-11	3
CCc1ccc2[nH]c(=O)c(CN(Cc3ccccc3)C(=O)Nc3ccccc3OC)cc2c1	6	2	8	25	-11	-17	15	-4
Cn1cc(/C=C(\NC(=O)c2ccccc2)C(=O)NCCCN2CCOCC2)c2ccccc21	-6	-12	-6	-2	-6	31	-3	-2
COc1cc(-c2noc(C)c2C(=O)NCCCn2ccnc2)cc(OC)c1OC	-1	-8	-1	-2	2	3	-4	-4
O=C(Nc1cccc([N+](=O)[O-])c1)c1ccc2c(c1)OCCO2	-65	1	3	-7	0	0	9	-1
Cc1ccc(Nc2ncc3c(n2)CC(C)(C)CC3=O)cc1	-104	1	2	18	1	-3	12	-2
O=C(COC(=O)CNC(=O)c1ccc(Cl)cc1)Nc1ncc(C(F)(F)F)cc1Cl	-2	-2	-4	-3	7	6	-16	0
COC(=O)c1c(NC(=O)c2cccnc2Cl)sc(C(=O)N(C)C)c1C	5	-9	-1	-1	-2	11	-4	-1
Cc1cc(C)c2c(CN3CCN(C/C=C/c4ccccc4)CC3)cc(=O)oc2c1	11	2	-19	22	7	9	9	-3
COc1ccc2c(c1)SC1=NCCS(=O)(=O)N12	1	-6	-7	-1	16	-8	-3	-6
Cc1ccn2c(-c3csc(NCc4ccco4)n3)c(C)nc2c1	18	-5	-11	-9	4	8	0	-2
COc1ccc(N(CC(=O)NN=C2CCCC2)S(=O)(=O)c2ccccc2)cc1	2	-8	5	-3	-5	21	3	2
Cc1ccc(C)c(NC(=O)CN(C)C(=O)C2=NNC(=O)CC2)c1	7	-4	-18	2	-7	-7	-4	-2
Nc1nc(N2CCCCC2)nc(N2CCCCC2)n1	19	-3	-2	-5	-13	11	12	-2
Nc1nncn1C(=O)c1ccc(Cl)cc1Cl	4	2	-2	-6	1	-3	-5	-2
O=C1c2ccccc2C(=O)N1CCCCSc1nc2ccccc2o1	-2	2	16	12	3	5	25	5
FC(F)(F)c1ccc(C2[C@H]3CN(Cc4ccc(-c5ccccc5)cc4)[C@H](c4ccccc4)C34CC2(c2ccccc2)C4)cc1 (some centres undefined)	1	·	-1	·	-9	-9	0	-5
Cc1ncc(CN2CCCC(C(=O)Nc3ccc(-c4ccco4)cc3)C2)cn1 (centres undefined)	-5	5	21	-13	2	-6	10	-2
COc1ccc(CNCCNC(=O)c2cccs2)c(OC)c1OC	14	-2	-5	4	10	7	1	-6
CCOc1ccc(NC(=O)C(C)N2C(=O)c3ccccc3C2=O)cc1 (centres undefined)	-15	-3	-1	-3	1	17	6	-4
c1ccc2c(c1)OCC(c1nn3c(Cn4nnc5ccccc54)nnc3s1)O2 (centres undefined)	3	-3	2	-4	-10	5	-2	-2
Cc1c(NC(=O)C2CCCO2)cccc1[N+](=O)[O-] (centres undefined)	3	-3	-1	4	3	-5	-3	-2
CCCCN1C2=NCCCN2c2ccccc21	11	5	-6	-5	0	6	12	-5

(more compounds)
SMILES	Gli-Sufu block	CXCR6 inh	ATG4B inhibitor	EBI2 antag	UBC13 inh	APJ antagonist	CCR6 antag	APJ ag
COc1ccc(CNC(=O)CCc2nc(-c3ccccc3F)no2)c(OC)c1	-2	-3	-10	-3	1	-10	-7	-3
CCOC(=O)C1CCN(C(=O)c2cccnc2Cl)CC1	0	2	-2	-5	6	-15	2	3
O=C(Nc1ccccc1)c1c(F)c(F)c(F)c(F)c1F	5	-2	-7	-5	5	0	-3	0
CC1CCN(S(=O)(=O)c2ccc3c(c2)N(CC(=O)NCc2cccnc2)C(=O)CS3)CC1	-15	2	-16	-5	0	-7	-7	-3
CCC(Sc1ncccc1C(=O)O)C(=O)N1CCOCC1 (centres undefined)	1	-5	12	-7	8	-3	6	-1
Cc1c(C(=O)N2C[C@@H](C)O[C@@H](C)C2)oc2c(F)cccc12	27	4	-4	-18	-2	3	-13	2
Cc1oncc1C(=O)Nc1ccc2ccccc2c1	-11	-3	-3	-4	2	29	4	-3
Cc1cccc(-c2noc(-c3ccc(Cl)cc3[N+](=O)[O-])n2)c1	-98	-4	11	6	8	-54	-1	2
O=C(CCN1C(=O)/C(=C/c2cccs2)SC1=S)Nc1ccccc1O	7	-1	8	-2	-10	5	5	-3
Cc1cc(-c2nc3ccccc3c(=O)o2)ccc1[N+](=O)[O-]	-8	5	3	2	2	2	3	-2
O=C(CCN1C(=O)c2ccccc2C1=O)Nc1cccc(F)c1	3	-3	-6	-2	0	3	5	-4
CSc1nc2nc3c(c(=O)n2[nH]1)CCC3	20	-4	-8	1	-1	15	-2	-1
O=C(CN(Cc1ccco1)C(=O)CNS(=O)(=O)c1ccc(Cl)cc1)NC1CCCCC1	-2	-2	3	4	-4	-13	5	-4
COc1ccc(N(C(=O)c2ccco2)S(=O)(=O)c2cc(Cl)c(Cl)cc2Cl)cc1	6	2	-10	-5	-2	-6	-10	-2
CC(C)Cn1c(N)c(C(=O)COC(=O)[C@H](C)NC(=O)c2ccccc2Cl)c(=O)n(C)c1=O	-1	-6	3	13	-1	8	21	-2
COc1cccc(NC(=O)C(C)OC(=O)CCCNC(=O)c2ccc(Cl)cc2)c1 (centres undefined)	-5	4	3	-7	-6	-22	13	-3
O=C(C1=C[C@H](c2ccc(Br)cc2)C[C@H](OCCCCO)O1)N1CCN(Cc2ccc3c(c2)OCO3)CC1	25	-7	-17	13	14	-3	24	9
O=[N+]([O-])c1cc(-c2csc(NCCc3nc4cc(Cl)c(Cl)cc4n3CCCO)n2)ccc1Cl	0	-20	8	12	-9	-8	3	-3
Cc1ccccc1OCC(=O)Nc1ccccc1N1CCC(C)CC1	7	5	14	32	-7	6	18	-4
